N370S GC mod: N370S glucocerebrosidase modulation, Gaucher chaperone candidate; Potency, µM (titrated, usually from 59.4 µM), for the others: top-dose activity change, negative = inhibition, hits mostly inhibitors; P04062; hit rate 0.092% among 330,000; N370S GC spleen homogenate, 4MU-glucoside fluorescence;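 note: 0% = full enzyme activity and -100% = no enzyme basal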
FEN1 inh: human FEN1 inhibition | P39748 | Recombinant FEN1 flap cleavage, fluorescence, 15 min | Potency, µM (top dose mostly 114 µM), for the others: at the top dose activity change, negative = inhibition, usual class: inhibitors | hit rate 0.35% among 390,000; note: nearly all actives have a fitted effect of over 65% in size
Target sequence (P39748 whole entry, looked up): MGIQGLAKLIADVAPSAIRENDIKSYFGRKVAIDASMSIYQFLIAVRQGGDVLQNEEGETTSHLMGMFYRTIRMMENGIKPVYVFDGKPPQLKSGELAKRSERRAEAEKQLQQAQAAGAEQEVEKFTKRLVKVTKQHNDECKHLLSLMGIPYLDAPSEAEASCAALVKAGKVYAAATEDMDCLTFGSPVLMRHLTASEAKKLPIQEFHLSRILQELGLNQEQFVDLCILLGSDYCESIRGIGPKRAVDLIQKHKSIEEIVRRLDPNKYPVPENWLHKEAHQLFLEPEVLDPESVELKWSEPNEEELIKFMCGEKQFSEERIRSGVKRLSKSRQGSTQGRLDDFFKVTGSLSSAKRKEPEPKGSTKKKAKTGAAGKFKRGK
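Read-out was taken twice, immediately and after 15 min, following addition of 50 nM substrate to 10 nM FEN1 that had sat with test compound for 15 min at room temperature. Curves came from a four-parameter Hill model.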
TDP1 inh: inhibitors of human tyrosyl-DNA phosphodiesterase TDP1. Q9NUW8. recombinant TDP1, AlphaScreen DNA substrate cleavage. Potency, µM (highest dose often 130 µM), without a hit: at the highest dose activity change, negative = inhibition, most hits filed as inhibitors. hit rate 0.28% among 350,000. AID 485290; note: nearly all actives have a fitted effect of over 40% in size
Target sequence (Q9NUW8 whole entry, looked up): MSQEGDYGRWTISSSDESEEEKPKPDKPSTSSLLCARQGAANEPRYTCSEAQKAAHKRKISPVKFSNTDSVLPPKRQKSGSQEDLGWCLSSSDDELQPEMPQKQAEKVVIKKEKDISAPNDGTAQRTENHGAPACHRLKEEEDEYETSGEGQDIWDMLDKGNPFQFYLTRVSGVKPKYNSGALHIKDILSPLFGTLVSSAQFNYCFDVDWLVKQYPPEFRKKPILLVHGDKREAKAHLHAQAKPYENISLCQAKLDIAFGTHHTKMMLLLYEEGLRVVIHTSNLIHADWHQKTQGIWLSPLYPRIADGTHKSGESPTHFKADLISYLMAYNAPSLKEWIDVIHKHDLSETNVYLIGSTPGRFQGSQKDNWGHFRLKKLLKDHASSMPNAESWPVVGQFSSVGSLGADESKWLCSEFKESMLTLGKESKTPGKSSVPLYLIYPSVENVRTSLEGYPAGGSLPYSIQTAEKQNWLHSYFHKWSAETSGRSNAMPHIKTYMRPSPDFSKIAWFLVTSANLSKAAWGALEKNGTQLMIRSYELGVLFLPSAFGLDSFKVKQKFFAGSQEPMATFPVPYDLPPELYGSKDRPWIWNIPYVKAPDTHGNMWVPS
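Signal: AlphaScreen proximity between streptavidin donor and anti-FITC acceptor beads on intact substrate. Reaction: Tdp1 1 nM, substrate 15 nM final, 5 min RT after 15 min compound preincubation.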
* = called active by the depositor; ? = inconclusive; · = no result given; & = joins results of further samples; [ ] = dose if it differs, or a comment. Calls come from the whole dose curve; as a rule, active = well fitted curve in the direction sought with a large enough effect; inconclusive = small, poorly fitted or top-dose-only effect, or another doubt; inactive = no such curve, though single readings can be large; an effect the other way counts as inactive or inconclusive. Unless noted, % is set by controls: 0 for no effect and ±100 for the full control effect; potency is the fitted concentration of half-maximal effect.

Order of values: N370S GC mod, FEN1 inh, TDP1 inh
- c1cc2c3c(cccc3c1)NC1(CCCCCC1)N2
→ -5%, -7%, -6%
- O=C(NCc1ccccc1)C(=O)Nc1nccs1
→ 5%, -2%, 2%
- COc1ccc(CNC(=O)C/C(C)=N/NC(=O)c2cc(OC)cc(OC)c2)cc1
→ -7%, ·, 6%[0.0935 µM]
- CCC(C(=O)Nc1cccc(-c2nc3cccnc3s2)c1C)c1ccccc1 (stereo not drawn)
→ ·, 7%, 9%
- Cc1ccc2nc(Br)c3c(c2c1)OC(CBr)C3 (stereo not drawn)
→ -5%, -25%, ·
- CCOc1ccccc1N1CC(c2nc3ccccc3n2Cc2c(C)cc(C)cc2C)CC1=O (stereo not drawn)
→ ·, -25%, 3%
- N#Cc1ccc(C(=O)Nc2ccc3ccccc3c2)cc1
→ -13%, -3%, 4%
- CC1CCCC(N2CCN(C(=O)c3ccc([N+](=O)[O-])cc3)CC2)C1 (stereo not drawn)
→ -6%, 13%, 5%
- CC(C)(C)n1nc2c(c1NC(=O)COc1ccccc1F)CS(=O)(=O)C2
→ -20%, 1%, 4%
- CCS(=O)(=O)N1CCC(C(=O)NC2CCCCC2)CC1
→ 7%, -1%, -3%
- COC(=O)[C@@]1(Cc2ccc(F)cc2)[C@H]2c3cc(C(=O)N(C)C)n(CCO)c3C[C@H]2CN1C(=O)c1ccccc1
→ 6%, ·, 4%
- O=C(NCC1CCCO1)c1cccc(NC(=O)c2cccs2)c1 (stereo not drawn)
→ 5%, -1%, -4%
- CS(=O)(=O)N(CC(=O)N/N=C/c1cccs1)c1cccc(Cl)c1Cl
→ 13%, 0%, ·
- O=C(CCC(=O)Nc1ccc(F)cc1)N/N=C/c1cccs1
→ 0%, -4%, 1%
- COc1cccc(-c2cc(C(=O)NCCc3ccc(C)cc3)[nH]n2)c1
→ ·, 6%, 3%

Remaining list, next part:
Order of values: N370S GC mod, FEN1 inh, TDP1 inh
- CCN(c1ccccc1)S(=O)(=O)c1ccc(Cl)c(NC(=O)CSc2ncn[nH]2)c1
→ 4%, -6%, 5%
- CC(=O)c1ccc(NC(=O)Nc2ccc(NS(=O)(=O)c3ccc(C)cc3)cc2)cc1
→ ?, ?, 3%
- O=C(N/N=C/C(Cl)=C/c1ccc([N+](=O)[O-])cc1)C(=O)Nc1ccccc1C(=O)O
→ -17%, ?, ?
- COc1ccccc1C(=O)Nc1cccc(-c2cn3ccsc3n2)c1
→ 1%, ·, 2%
- CC1=NN(c2ccccc2)C(=O)C1N=Nc1ccc(C)cc1 (stereo not drawn)
→ -10%, ·, 4%
- CCc1ccc(/C=C(/C#N)c2nc(-c3ccc(C)cc3)cs2)cc1
→ ·, 8%, -11%
- COc1cc(/C=N/n2nnnc2N)ccc1OCc1c(C)no[n+]1[O-]
→ -2%, -14%, 4%
- O=C/C(=C\Nc1ccc(Br)cc1)c1nc2ccccc2o1
→ -1%, 5%, 6%
- CCn1ncc(C(=O)Nc2ccccc2C)c1C
→ -21%, 6%, 5%
- O=[N+]([O-])c1ccc(O)c(Nc2ncnc3ccccc23)c1
→ 1%, -4%, 4%
- O=S(=O)(c1ccc2nc(COc3ccc(Cl)cc3Cl)[nH]c2c1)N1CCOCC1
→ -9%, -8%, 3%
- CCOc1ccc(-c2nnc3ccc(SCC(=O)Nc4nc5ccccc5s4)nn23)cc1
→ ?, ?, 7%
- Cc1ccc(CNC(=O)/C=C/C(=O)O)cc1
→ 9%, 4%, 7%
- O=C(NC1CC1)[C@@H]1CSC2c3ccccc3C(=O)N21 (stereo partly drawn)
→ 0%, 18%, 0%
- CC(=O)Nc1nonc1-c1nnc(SCc2ccccc2)n1C
→ ·, -6%, -7%

(next part)
Order of values: N370S GC mod, FEN1 inh, TDP1 inh
- Nc1cc(C(=O)O)c(Oc2ccc(Cl)cc2Cl)cc1C(=O)O
→ -9%, -5%, 0%
- Cc1cc(=O)[nH]c(N/N=C/c2ccccc2C(F)(F)F)n1
→ 0%, 1%, 4%
- CCn1c(=O)c2c(n3cnnc13)-c1ccccc1CC21CCCCC1
→ 4%, 0%, 3%
- O=C(COc1ccccc1F)Nc1ccc2nc(SCCOc3ccccc3)sc2c1
→ ·, -12%, -4%
- COc1ccccc1N1CCN(C(CNS(=O)(=O)c2ccc(C)cc2)c2cccnc2)CC1 (stereo not drawn)
→ 7%, 2%, 4%
- Cn1c(=O)c2c(ncn2CC(=O)N2CCN(S(=O)(=O)c3ccccc3)CC2)n(C)c1=O
→ -3%, -3%, 3%
- COc1cccc(/C=C/C(=O)NCc2ccc(S(N)(=O)=O)cc2)c1
→ 1%, -2%, 3%
- O=C(CSc1nnc2scc(-c3ccccc3)n12)N1CCN(Cc2ccccc2)CC1
→ -23%, -11%, 2%
- O=S(CCc1ccncc1)Cc1ccccc1 (stereo not drawn)
→ 23%, -2%, 2%
- O=C(Cc1cc(=O)[nH][nH]1)N/N=C/c1c(F)cccc1Cl
→ 3%, 41%[activator], 2%
- COc1ccc(C2CC(c3ccc(OC)cc3O)=NN2C(=O)c2ccccc2)cc1 (stereo not drawn)
→ 7%, -18%, ·
- O=C(COc1ccccc1)N1CCN=C1c1ccccc1
→ 0%, 6%, 0%
- O=C(C1CCC(CNS(=O)(=O)c2cccc3cccnc23)CC1)N1CCCC1 (stereo not drawn)
→ 3%, -4%, 3%
- COc1ccc(CCNC(=O)c2ccc3c(c2)N(Cc2ccc(F)cc2)C(=O)c2ccccc2S3(=O)=O)cc1OC
→ ·, -1%, 2%
- O=C(CSc1nccn1Cc1ccccc1)NCc1ccco1
→ ·, -1%, 8%

Complete entries, looked up by structure:
COc1cccc(/C=C/C(=O)NCc2ccc(S(N)(=O)=O)cc2)c1 is entered as N370S GC mod = 1%; FEN1 inh = -2%; TDP1 inh = 3%
O=C(CSc1nccn1Cc1ccccc1)NCc1ccco1 is entered as N370S GC mod = ·; FEN1 inh = -1%; TDP1 inh = 8%

(listing goes on)
Compound	N370S GC mod	FEN1 inh	TDP1 inh
CC1=C(C(=O)OC2CCCCCCC2)C(c2cccc(O)c2)NC(=O)N1 (stereo not drawn)	-1%	-6%	6%
O=C(C1CC(Cl)CN1S(=O)(=O)c1ccc(Cl)cc1)N1CCOCC1 (stereo not drawn)	-14%	4%	5%
O=C(COC(=O)Cc1ccccc1F)NC(=O)NC1CCCC1	·	4%	0%
O=C(O)Cn1c(=O)c2c3c(sc2n(Cc2ccccc2F)c1=O)CCCC3	9%	1%	·
CC(C)(C)NC(=O)c1cc(-c2ccccc2)n[nH]1	3%	-1%	6%
Cc1nn(CCCC(=O)NCCc2ccccc2)c(C)c1[N+](=O)[O-]	1%	-3%	-4%
Cc1ccc(Cn2c(SCc3ccc(C(=O)O)cc3)nc3cccnc32)cc1	·	20%	-1%
Cc1cc(SCC(=O)N/N=C/c2cccnc2)nc2c(C)cccc12	-8%	9%	-3%
COc1ccccc1CCNC(=O)C1CCN(c2nc3ccccc3nc2C(F)(F)F)CC1	·	6%	5%
CC1=C(C(=O)OC2CCCC2)C(c2ccccc2C(F)(F)F)CC(=O)N1 (stereo not drawn)	·	13%	-2%
COCCN(CC(=O)Nc1cccc(C)c1C)C(=O)C1(c2ccc(Cl)cc2)CCC1	·	5%	-2%
O=C(CNC(=O)C1CCCCC1)OC(C(=O)c1ccccc1)c1ccccc1 (stereo not drawn)	·	14%	0%&-2%

A section from the list above:
Compound	N370S GC mod	FEN1 inh	TDP1 inh
Nc1cc(C(=O)O)c(Oc2ccc(Cl)cc2Cl)cc1C(=O)O	-9%	-5%	0%
Cc1cc(=O)[nH]c(N/N=C/c2ccccc2C(F)(F)F)n1	0%	1%	4%

(cont.)
Compound	N370S GC mod	FEN1 inh	TDP1 inh
Cc1cc(C)n(C(C)Sc2ccccc2)n1 (stereo not drawn)	-12%	7%	-3%
COc1ccc2nc(C)c(C(=O)OCCN(C)C)cc2c1	1%	·	3%
COC(=O)c1ccc(CSc2nnc(-c3c[nH]c4ccccc34)n2-c2ccccc2)cc1	?	-3%	-5%
Cc1ccccc1OCC(=O)Nc1ccc(N2CCN(S(C)(=O)=O)CC2)cc1	-17%	6%	2%
CCc1ccc(NC(=O)NNC(=O)CCc2ccccc2)cc1	0%	-4%	3%[56.1 µM]
O=C(NC1CCC(O)CC1)c1cc(Cl)c2c(c1)OCCO2 (stereo not drawn)	·	4%	-3%
CCc1c(C)nc2ncnn2c1N1CCC(C(=O)NCc2cccs2)CC1	?	6%	-8%
COC(=O)/C(=C(O)\C=C\c1ccccc1[N+](=O)[O-])c1nc2ccccc2[nH]1	25%	?	4%[0.0935 µM]
COC(=O)c1nnn(-c2nonc2N)c1-c1cccs1	2%	0%	1%
Cc1ccc(N(Cc2cc3cc(C)ccc3[nH]c2=O)C(=O)c2cccs2)cc1	18%	5%	-3%
CC(C)(C)NC(=O)C(c1ccc(F)cc1)N(Cc1cccs1)C(=O)c1ccc(CN2CCOCC2)o1 (stereo not drawn)	-6%	-1%	-2%
CCOC(=O)c1ccc(CSc2nncn2N)o1	3%	0%	-3%

Remaining list, next part:
Compound	N370S GC mod	FEN1 inh	TDP1 inh
Cc1ccc(-c2nc(-c3nccc4ccccc34)oc2-c2ccccc2)cc1	?	-3%	·
COc1ccc(CC(=O)NCCN2CCCC2)cc1	6%	-1%	-4%
Cc1ccc(-c2nc(CS(=O)(=O)CC(=O)NCCc3ccccc3)c(C)o2)cc1	·	-1%	1%
O=C(O)c1ccc(F)c(S(=O)(=O)Nc2ccccc2)c1	8%	0%	-2%
COc1ccccc1OCCC(=O)OCC(=O)NC(=O)NC(C)(C)C	8%	-3%	-5%
COc1ccc(-c2nc3cc(NC(=O)Cc4ccc(Cl)cc4)ccc3o2)cc1OC	·	-18%	-8%[12.3 µM]
CCOc1cc(NC(=O)c2ccco2)c(OCC)cc1NC(=O)COc1ccccc1	1%	2%	1%
CCn1cc(C(=O)Nc2ccc(F)c(F)c2)cn1	2%	-1%	5%
CCOC(=O)Nc1ccc2c(c1)N(C(=O)CN(C)C)c1ccccc1CC2	-14%	2%	·
Cn1c(-c2ccc3ccccc3n2)[n+](C)c2ccccc21	4%	-3%	7%
O=C(CSc1ccc(Cl)cc1)N/N=C/c1ccc([N+](=O)[O-])o1	?	-21%	·
Cc1sc2nc(SCc3ccc(C(=O)O)cc3)n(Cc3ccco3)c(=O)c2c1C	15%	1%	·

Arranged by length of the SMILES (low to high): 5 of the compounds above.
Compound	N370S GC mod	FEN1 inh	TDP1 inh
COc1ccc(CC(=O)NCCN2CCCC2)cc1	6%	-1%	-4%
O=C(O)c1ccc(F)c(S(=O)(=O)Nc2ccccc2)c1	8%	0%	-2%
Cc1ccc(-c2nc(-c3nccc4ccccc34)oc2-c2ccccc2)cc1	?	-3%	·
COc1ccc(-c2nc3cc(NC(=O)Cc4ccc(Cl)cc4)ccc3o2)cc1OC	·	-18%	-8%[12.3 µM]
Cc1ccc(-c2nc(CS(=O)(=O)CC(=O)NCCc3ccccc3)c(C)o2)cc1	·	-1%	1%

Continued.
Compound	N370S GC mod	FEN1 inh	TDP1 inh
CC1C(=O)N2CCCc3cc(NC(=O)C(=O)NCc4ccccn4)cc1c32 (stereo not drawn)	-1%	3%	1%
Cc1nc([N+](=O)[O-])cn1-c1nc2ccccn2c1[N+](=O)[O-]	-6%	3%	9%
CCc1ccccc1N1C(=O)C2CC=CCC2C1=O (stereo not drawn)	0%[2.35 µM]	2%	5%
COc1ccc(CNC(=O)CN(C)S(=O)(=O)c2ccc3c(c2)n(C)c(=O)c(=O)n3C)cc1	-1%	-2%	3%
O=C(CSc1ncn[nH]1)Nc1ccc2c(c1)CCC2	-1%	-5%	1%
Clc1ccccc1C1=Nn2c(nnc2-c2ccncc2)SC1	-8%	3%	7%
COc1ccc(CCNC(=O)c2cc(=O)c3ccc(C)cc3o2)cc1OC	-2%	-18%&0%	0%
CN1C(=O)C(CC(=O)Nc2ccc3c(c2)Cc2ccccc2-3)N(C)C1=O (stereo not drawn)	2%	-5%	-1%
COC(=O)c1ccc(C(=O)OC)nc1	11%	-4%	2%
CCOC(=O)c1cc(S(=O)(=O)N2CCN(c3cccc(C)c3C)CC2)[nH]n1	·	-1%	9%
Cc1nnc(SCc2cccc(CSc3nnc(C)s3)c2)s1	3%	8%	2%
O=C(CCc1ccccc1)NCC(=O)N/N=C/c1ccc2c(c1)OCO2	1%	-10%	3%

The results go on.
Compound	N370S GC mod	FEN1 inh	TDP1 inh
CCC(C)N(C(=O)COC(=O)CNC(=O)c1ccccc1F)C1CCS(=O)(=O)C1 (stereo not drawn)	-1%	37%	-8%
CSc1nnc(CCCCCCCCc2nnc(SC)o2)o1	1%	3%	1%
OCC1(CCc2ccccc2)CCN(Cc2cccn2-c2cccnc2)CC1	-12%	0%	4%
CCOC(=O)C1CCCN(C(=O)c2csc(-c3ccc4c(c3)CCO4)n2)C1 (stereo not drawn)	15%	8%	4%
CC(=O)Nc1nc(COc2ccc3ccccc3c2)cs1	-4%	13%	7%
CCCCCC(=O)N/N=C(\C)c1ccc(NC(=O)c2ccco2)cc1	10%	-4%	0%
CCOC(=O)Cc1cc(=O)c2c(=O)n(-c3ccccc3)[nH]c2[nH]1	-8%	-3%	2%
CCCCCCCNC(=O)C1CC(=O)N(C)C(=Nc2ccc(OC)cc2)S1 (stereo not drawn)	5%	-6%	3%
Cc1nn(CCC(=O)Nc2cc(F)ccc2F)c(=O)c2nn(-c3ccccc3)c(C)c12	·	6%	3%
